# M1 PAM – human M1 muscarinic receptor positive allosteric modulators, primary screen, CHO-K1 cells, Fluo-8 calcium fluorescence, 1536-well. CHO-K1 hM1, ACh EC20; 0% = ACh EC20, 100% = maximal ACh. 360,000 compounds, 0.088% hits. activation, % at 3 µM; in the data active means activation above about 19%, passing the limit was not always enough
# TAAR1 antagonist – human TAAR1 antagonists, primary screen, Fluo-8 calcium fluorescence, CHO RD-HGA16 cells; Trace amine-associated receptor 1 (Homo sapiens), Q96RJ0; antagonist; inhibition, % at 3 µM; 360,000 compounds, 1.5% hits; AID 624466, 2012;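 active means inhibition above a per-plate cutoff, the mean inhibition of test compounds on that plate plus 3 SD, cut at about 49% in these data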;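 further: 0% = DMSO plus EC80 beta-PEA response and 100% = DMSO alone without agonist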
# Target sequence (Q96RJ0 whole entry, looked up): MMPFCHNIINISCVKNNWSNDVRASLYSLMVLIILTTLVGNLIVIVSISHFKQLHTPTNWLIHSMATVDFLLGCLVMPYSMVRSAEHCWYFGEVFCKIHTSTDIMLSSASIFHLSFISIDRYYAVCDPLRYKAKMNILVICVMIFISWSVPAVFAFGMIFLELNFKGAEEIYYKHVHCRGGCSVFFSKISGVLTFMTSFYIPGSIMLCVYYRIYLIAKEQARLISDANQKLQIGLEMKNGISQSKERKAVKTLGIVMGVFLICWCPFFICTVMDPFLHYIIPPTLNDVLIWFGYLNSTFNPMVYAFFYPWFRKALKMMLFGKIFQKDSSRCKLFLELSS
#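 Test system: RD-HGA16 CHO cells with stable hTAAR1 and Gα16 / Probe or stimulus: EC80 β-phenethylamine stimulus / Times: seeding 17-24 h prior, 75-min 37 °C, 30-min RT dye loading / Detection: Fluo-8 calcium-sensitive fluorescence / Read-out basis: % inhibition scaled between DMSO and EC80 PEA controls / Repeats: singlicate, one well per test compound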
# CHRM1 agonist – human M1 muscarinic receptor agonists, primary screen, Fluo-8 calcium fluorescence, CHO-K1 cells, HTS; Muscarinic acetylcholine receptor M1 (Homo sapiens), P11229; CHO-K1 hM1, agonist mode; 0% DMSO, 100% acetylcholine EC100; activation, % at 3 µM; 360,000 compounds, 0.33% hits;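 active means activation above the run's mean compound activation plus 3 SD, cut at about 16% in these data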;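 further: peak over basal fluorescence ratio within a 140 s kinetic read after compound addition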
# OXTR agonist – human OXTR agonists, primary screen, fluorescence, CHO-OTR cells, Fluo-8 calcium; Fluo-8 calcium fluorescence; normalized: DMSO 0%, oxytocin 100%; Oxytocin receptor (Homo sapiens), P30559; activation, % at 3 µM; 320,000 compounds, 0.32% hits; AID 2435, 2010;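 active means activation above the mean of all tested compounds plus 3 SD, cutoff set per screening run, cut at about 20% in these data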;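 further: peak over basal fluorescence ratio from a 100 s FLIPR kinetic read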
# Target sequence (P30559 whole entry, looked up): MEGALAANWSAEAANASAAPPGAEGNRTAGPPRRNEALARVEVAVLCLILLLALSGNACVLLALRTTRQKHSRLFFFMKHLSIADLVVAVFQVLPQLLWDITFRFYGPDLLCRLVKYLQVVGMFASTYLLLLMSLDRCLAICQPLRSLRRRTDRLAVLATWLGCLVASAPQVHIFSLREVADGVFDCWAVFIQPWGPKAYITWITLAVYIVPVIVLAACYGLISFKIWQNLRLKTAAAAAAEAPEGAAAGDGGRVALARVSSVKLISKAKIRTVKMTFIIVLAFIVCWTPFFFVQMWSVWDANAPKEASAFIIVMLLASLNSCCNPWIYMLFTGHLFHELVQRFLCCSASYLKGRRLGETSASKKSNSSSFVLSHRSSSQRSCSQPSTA
# V1aR counter – agonists of human V1a receptor, primary screen, counter-screen for OXTR agonist project, fluorescence, CHO-V1R cells | Vasopressin V1a receptor (Homo sapiens), P37288 | AID 2797, 2010 | 320,000 compounds, 0.25% hits | Fluo-8 calcium fluorescence, agonist mode; 0% DMSO, 100% 3 nM vasopressin | activation, % at 3 µM;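 active means activation above the mean activation of all tested compounds plus 3 SD, per screening run, cut at about 20% in these data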;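 further: signal is peak over basal fluorescence ratio across a 100 second FLIPR read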
# OXTR potentiate – human OXTR potentiators, primary screen, fluorescence, CHO-OTR cells, Fluo-8 calcium. activation, % at 3 µM. Fluo-8 calcium fluorescence, potentiator mode; 0% = oxytocin EC15, 100% = EC100. 320,000 compounds, 0.061% hits. Oxytocin receptor (Homo sapiens), P30559. AID 2445, 2010;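 active means activation above that plate's cutoff, the mean activation of tested compounds plus 3 SD, cut at about 6.6% in these data, passing the limit was not always enough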;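 further: 100% uses oxytocin at 75 nM as the full agonist control; some results filed as inactive read as strong as hits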
#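 Assay system: CHO cell line stably expressing human OTR. Reagent: EC15 oxytocin agonist. Dosing: single dose, 3.0 µM nominal final compound concentration. Timing: compound 6 min at room temperature before oxytocin, 100 s read. Signal: kinetic Fluo-8 calcium fluorescence. Controls: oxytocin EC15 low and EC100 high.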
# TAAR1 agonist – human TAAR1 agonists, primary screen, Fluo-8 calcium fluorescence, CHO RD-HGA16 cells. Trace amine-associated receptor 1 (Homo sapiens), Q96RJ0. vehicle wells 0%, saturating PEA agonist 100%. activation, % at 3 µM. 360,000 compounds, 0.99% hits;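 active means activation above the mean activation of all test compounds in the run plus 3 SD, cut at about 38% in these data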
#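 System: CHO RD-HGA16 cells carrying human TAAR1 plus Gα16; Incubation: 17-24 h seeding, 75 min 37 °C dye, 30 min RT; Measured by: Fluo-8 fluorescence, 5 s baseline then 140 s kinetic read; Control set: DMSO and PEA EC100; Replication: single well for each compound.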
# CHRM1 antagonist – human M1 muscarinic receptor antagonists, primary screen, CHO-K1 cells, Fluo-8 calcium fluorescence, 1536-well. CHO-K1 hM1, ACh EC80 antagonist. 360,000 compounds, 1.3% hits. inhibition, % at 3 µM. AID 588852, 2011. Muscarinic acetylcholine receptor M1 (Homo sapiens), P11229;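 active means percent inhibition above its own plate's cutoff, namely the mean of that plate's compound wells plus 3 SD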;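 further: peak over basal fluorescence ratio during 140 s after agonist addition; 0% = ACh EC80 plus DMSO and 100% = DMSO alone without agonist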
# CHO parental Ca – ATP-evoked calcium signal inhibitors, parental CHO, primary screen, counter-screen for OX1R antagonist project, cell-based, fluorescence, Fluo-8 calcium dye; AID 463079, 2010; inhibition, % at 5.6 µM; parental CHO-K1, ATP-induced calcium, Fluo-8 fluorescence; 330,000 compounds, 0.63% hits;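 active means inhibition above that plate's mean sample inhibition plus 3 SD, cut at about 26% in these data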;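 further: 0% = ATP-challenged DMSO wells and 100% = DMSO wells without ATP; some compounds past the cut are filed as inactive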
#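 Material: parental CHO cells / Compound: single nominal dose of 5.6 µM per compound / Signal: Fluo-8 fluorescence / Replicates: singlicate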
# * marks the source's active call; other numbers are inactive results; nt = not tested or not shown. Rows are unselected. About 3.7% of those tested had a hit in this group.
# Values in the order – M1 PAM, TAAR1 antagonist, CHRM1 agonist, OXTR agonist, V1aR counter, OXTR potentiate, TAAR1 agonist, CHRM1 antagonist, CHO parental Ca
Cc1nnc(SCC(=O)Nc2ccc(F)cc2)n(N)c1=O
    4.6, -7.6, -2.6, 0.9, 0.5, 11.7, 0.1, 0.6, 0.7
O=C1CC(=O)N(Cc2ccco2)C(=O)N1
    4.9, 9.4, -0.3, 1.8, 6.3, -9.6, 3.3, -6.7, 1.2
Clc1ccc(-c2cn3cc(Br)ccc3n2)cc1Cl
    9.8, -4.3, -3.9, -1.4, -0.7, -4.8, 9.6, -3.9, -39.3
CC1=C([N+](=O)[O-])C(c2ccccc2C(F)(F)F)NC(=O)N1C (configuration not stated)
    13.9, -4.3, -0.5, 2.6, -0.2, 0.6, 0.2, -26.0, -21.3
O=C(CCC1CCCC1)NCCS(=O)(=O)N1CCN(c2ccc(F)cc2)CC1
    9.3, -24.3, -0.1, -2.3, 1.5, -12.1, -1.2, -18.9, -9.8
CCOC(=O)C1CCN(S(=O)(=O)c2ccc3c(c2)CCN3C(=O)C2CCC2)CC1
    0.6, nt, -2.0, 2.6, 2.6, -8.5, nt, 1.6, -12.6
CC1CN(c2ccc(NS(=O)(=O)c3ccccc3)cc2C(=O)O)CC(C)O1 (configuration not stated)
    -4.7, -27.3, -2.3, 0.5, 0.6, 4.0, 4.2, -1.2, 4.6
C/C(Cn1cnc([N+](=O)[O-])n1)=N\NC(=O)c1ccncc1
    1.8, -8.6, -4.7, 0.4, 1.1, -4.2, 1.0, -6.3, -3.2
CCOC(=O)C1(CCOc2ccccc2)CCN(C(=O)CCSC)CC1
    4.5, 3.5, -0.2, -2.0, 0.8, -6.7, 0.8, -0.5, -5.5
Cc1cccc2sc(NC(=O)C3=NN(c4ccccc4)C(=O)CC3)nc12
    9.1, -3.9, -8.2, -0.1, 0.0, -0.9, 4.7, -8.1, -1.0

# A few values from above.
# `CC1=C([N+](=O)[O-])C(c2ccccc2C(F)(F)F)NC(=O)N1C` (configuration not stated) | CHRM1 agonist: -0.5
# `CCOC(=O)C1CCN(S(=O)(=O)c2ccc3c(c2)CCN3C(=O)C2CCC2)CC1` | M1 PAM: 0.6

# (cont.)
# Values in the order – M1 PAM, TAAR1 antagonist, CHRM1 agonist, OXTR agonist, V1aR counter, OXTR potentiate, TAAR1 agonist, CHRM1 antagonist, CHO parental Ca
O=C(Oc1ccc(Cl)c2cccnc12)N1CCOCC1
    10.3, -19.9, -4.2, -0.7, -0.3, -5.1, -0.3, -1.8, -22.5
CCOC(=O)CN1C(=O)COc2ccc(C(C)(C)C)cc21
    0.8, 14.5, -7.6, -1.0, -0.9, -2.0, 14.6, -2.9, -2.9
CCN(CC)S(=O)(=O)c1ccc(S(=O)(=O)NCc2cccs2)cc1
    -0.2, -3.8, -6.1, 1.6, 1.3, -16.6, 5.2, 1.1, 5.0
CCCCn1c(-c2cccs2)nc2oc3ccccc3c(=O)c2c1=O
    -0.2, 4.8, -3.5, -1.3, 0.5, -7.5, 0.5, 3.3, -3.9
CCc1cccc(NC(=O)COC(=O)/C=C/c2cccs2)c1
    3.3, -5.0, -5.6, -1.2, -0.5, 1.0, 0.5, -8.9, -6.0
COc1ccccc1N(C(=O)c1cncc(Br)c1)c1nc(-c2ccc(C)cc2)cs1
    6.3, -27.7, -6.0, -1.3, -0.6, -16.7, 1.9, -10.8, -10.3
CCNCC(=O)Nc1ccc(N2CCOCC2)cc1
    6.3, 3.9, -2.0, 0.2, 0.1, -2.8, 14.9, 3.6, -5.2
Cc1onc(-c2ccccc2)c1C(=O)NC(=S)NNC(=O)c1cccnc1
    1.5, -26.1, -2.1, -2.7, -0.2, 0.1, 1.0, -6.8, 12.6
Cc1ccc(NC(=O)CSc2ccc3nnc(-c4ccccn4)n3n2)cc1
    1.4, -4.7, -3.3, -1.0, 2.2, -7.5, 0.3, -2.5, -15.6
O=C(c1ccccc1)c1nn(-c2ccccc2)c(=O)cc1C(F)(F)F
    -3.8, -11.3, -9.7, -1.9, 0.9, -2.0, 11.8, -9.7, -16.6
CC(=O)c1ccc(NS(=O)(=O)c2ccc3c(c2)N(C)CCO3)cc1
    -5.4, -5.4, 2.1, 4.7, 7.8, -6.6, 1.6, 9.0, -7.4
O=C(Cn1cnc([N+](=O)[O-])c1)Nc1ccccc1C(F)(F)F
    -1.8, -9.9, -2.9, -0.9, -0.3, -6.8, 4.0, -2.8, -5.9
COC(=O)[C@@]12CCCCN1[C@H](c1ccc(-c3cccc(Cl)c3)c(OC)c1)[C@H]1C(=O)N(C)C(=O)[C@H]12
    9.0, -0.6, -4.5, 0.3, -0.1, -6.8, 5.8, -6.4, -27.5
COc1cc(=O)[nH]c(SCC(=O)Nc2ccc3ccccc3c2)n1
    7.3, 1.2, 1.0, 2.7, 3.4, -3.0, 2.1, -7.9, -0.5
O=C(CSc1nnc2ccc(-c3ccccn3)nn12)Nc1ccccc1F
    15.7, -12.9, -0.6, -0.1, -0.1, 0.5, 1.0, -14.1, -6.2
Cc1cc(N2CCOCC2)nc2ccc(NC(=S)NCCC(C)C)cc12
    -3.1, 3.7, -8.7, 6.1, 2.7, -3.8, 6.3, 2.5, -18.0
CCN(C(=O)CSc1nnc2ccccn12)C1CCS(=O)(=O)C1 (configuration not stated)
    4.2, 6.0, -2.5, 0.0, 0.9, -0.2, 0.6, 14.0, -0.6
CCN(CC)C(=O)Cn1cc(C(=O)C(=O)N(C)C2CCN(C)CC2)c2ccccc21
    6.8, -7.5, -1.7, -0.1, 0.6, 1.3, -0.1, 6.5, -8.0
CC1CCCN(C(=O)c2cc(-c3cccs3)nc3ccccc23)C1 (configuration not stated)
    -12.6, 41.0, -1.4, -2.0, -1.4, 8.6, 5.9, 21.5, -28.0
CC(=O)Oc1ccc(C(=O)Nc2nccs2)cc1
    2.6, -15.9, 2.6, 0.3, 0.8, -5.9, 1.1, 3.0, 0.9

# Next section, starting with the last three of the part before.
# Values in the order – M1 PAM, TAAR1 antagonist, CHRM1 agonist, OXTR agonist, V1aR counter, OXTR potentiate, TAAR1 agonist, CHRM1 antagonist, CHO parental Ca
CCN(CC)C(=O)Cn1cc(C(=O)C(=O)N(C)C2CCN(C)CC2)c2ccccc21
    6.8, -7.5, -1.7, -0.1, 0.6, 1.3, -0.1, 6.5, -8.0
CC1CCCN(C(=O)c2cc(-c3cccs3)nc3ccccc23)C1 (configuration not stated)
    -12.6, 41.0, -1.4, -2.0, -1.4, 8.6, 5.9, 21.5, -28.0
CC(=O)Oc1ccc(C(=O)Nc2nccs2)cc1
    2.6, -15.9, 2.6, 0.3, 0.8, -5.9, 1.1, 3.0, 0.9
CNCc1c(OCc2ccccc2F)ccc2ccccc12
    -5.7, -1.3, -3.2, 4.7, 3.3, -11.2, 15.8, 12.3, -9.4
Cc1cc(C)n2nc(C(=O)NNC(=O)c3ccc(Cl)cc3)nc2n1
    4.2, -15.5, -3.5, -0.1, -0.1, 2.7, 0.4, -7.2, -8.9
CC(C)(C)c1c(Cl)c(O)c(-c2ccccc2)c(=O)n1-c1ccccc1
    -5.1, -11.0, -4.2, nt, nt, nt, 8.2, 2.9, nt
CNc1cncc(-c2cc(OC)c(OC)c(OC)c2)n1
    -1.1, -24.9, -3.0, nt, nt, nt, 0.8, -1.6, nt
CCOc1ccccc1N(CC(=O)Nc1ccc(S(=O)(=O)N2CCOCC2)cc1)S(=O)(=O)c1ccc(Cl)cc1
    5.6, -19.2, -3.1, -0.3, 0.2, -7.7, 5.8, 3.2, -6.4
Cn1c(SCC(=O)N(Cc2ccccc2)C(C)(C)C)nc2ccccc21
    -5.7, nt, -5.2, -2.3, -1.7, -2.0, nt, 13.1, -17.1
CCCCN(C(=O)C(CCSC)N1C(=O)c2ccccc2C1=O)c1c(N)n(CCC)c(=O)[nH]c1=O (configuration not stated)
    4.8, 4.1, -2.7, 0.0, 0.0, -5.5, -0.1, -1.1, -1.1
O=C(Cc1cccc2ccccc12)N/N=C/c1ccc(O)c([N+](=O)[O-])c1
    -6.1, 13.2, -2.6, 6.1, 2.6, -9.4, 8.8, 8.9, -3.8
Cc1ccc(C)c(CC(=O)N2CCCC(c3cc(C(=O)Nc4ccc5c(c4)OCO5)no3)C2)c1 (configuration not stated)
    -8.1, 11.7, -3.6, nt, nt, nt, 1.3, 0.6, nt
COc1ccccc1CNC(=O)c1ccc(-c2ccccc2Cl)o1
    1.8, 22.5, -6.0, -1.8, -0.3, -14.7, 4.6, -5.0, -18.8
O=C(CCC(=O)OCC(=O)c1cccc([N+](=O)[O-])c1)Nc1cccc(Cl)c1Cl
    5.8, -13.7, -3.6, -0.2, 1.1, -8.4, 5.1, -4.3, -7.5
COc1ccccc1N(C(=O)CNC(=O)c1ccco1)C(C(=O)NC1CCCC1)c1ccco1 (configuration not stated)
    7.5, 16.4, -3.1, 0.3, -0.2, -0.8, -2.8, -13.4, 5.1
Cc1ccc([N+](=O)[O-])c(OCCCNCC(C)O)c1 (configuration not stated)
    6.1, -25.4, -6.2, 1.9, 0.8, 1.1, 1.4, -4.5, -6.6
O=C(NCCCN1CCOCC1)c1ccc(S(=O)(=O)Nc2ccccc2)cc1
    2.5, -23.3, -8.4, 0.1, 0.4, -5.1, 7.3, 7.0, 3.0
CCOC(=O)c1c(C)nc2ncccn12
    12.3, 12.3, -1.5, 0.2, -0.1, -4.2, 5.8, -15.8, -9.6
COc1ccc(N(CC(=O)NC2CC3CCC2C3)S(=O)(=O)c2ccccc2)cc1Cl (configuration not stated)
    -2.3, -16.2, -4.2, nt, nt, nt, -2.4, 8.0, nt
CCCn1cnc2c(SCc3ccccc3F)nc(N)nc21
    8.2, -13.3, -1.2, nt, nt, nt, 5.3, -16.8, nt
O=C/C(=C\Nc1ccc(Cl)cn1)c1nc2ccccc2o1
    12.4, 9.0, -3.7, -1.7, 0.1, -5.8, 10.6, -12.2, -18.7
COC(=O)/C(=C\c1ccc(O)cc1)c1nc2ccccc2[nH]1
    1.2, 22.9, -6.5, 2.9, 0.1, -12.0, 3.6, 0.8, -1.4
